MCL1-BIM inh: disrupts human MCL1 binding to BIM-BH3 peptide | 320,000 tested, 0.68% active | Q07820 | inhibition, % at 10.9 µM | GST-MCL1 / FITC-Bim-BH3 fluorescence polarization | AID 2057;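 active = inhibition above the mean inhibition of all tested compounds plus 3 SD, set per campaign, cut at about 40% in these data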;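 also: 0% = DMSO wells and 100% = unlabeled Bim-BH3 peptide control; higher means more loss of mP so more displacement of Bim peptide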
Target sequence (Q07820 whole entry, looked up): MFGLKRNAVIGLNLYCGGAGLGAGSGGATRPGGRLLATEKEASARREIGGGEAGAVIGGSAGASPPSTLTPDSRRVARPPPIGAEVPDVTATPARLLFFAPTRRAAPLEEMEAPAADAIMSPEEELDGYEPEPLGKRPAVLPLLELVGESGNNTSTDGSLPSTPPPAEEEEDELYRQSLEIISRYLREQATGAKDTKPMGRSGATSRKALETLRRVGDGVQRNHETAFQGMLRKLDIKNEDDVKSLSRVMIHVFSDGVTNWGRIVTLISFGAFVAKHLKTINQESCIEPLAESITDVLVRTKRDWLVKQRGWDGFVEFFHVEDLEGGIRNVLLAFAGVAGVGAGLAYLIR
MEX-5 binding: C. elegans MEX-5 TCR-2 RNA binding activity. activity score (negative = inhibition of binding), % at 10 µM. Q9XUB2. MEX-5/FITC-TCR2 RNA binding, fluorescence polarization; stronger effect = lower value. 300,000 tested, 0.38% active. AID 1832;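 active = inhibition past about -25% in most replicates, and total fluorescence under double the plate's negative control median, limit read from the data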;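 also: 0% = DMSO and -100% = 5 µM competing unlabeled TCR2 RNA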
Bcl-xL primary: inhibitors of human Bcl-xL; GST-Bcl-xL / FITC-Bim BH3 peptide fluorescence polarization; 320,000 tested, 0.7% active; inhibition, % at 10.9 µM; Q07817;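 active = inhibition above the mean of all tested compounds plus 3 SD, cutoff set per campaign, cut at about 30% in these data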;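 also: 0% = DMSO wells and 100% = unlabeled Bim-BH3 peptide competitor; inhibitors lower millipolarization by displacing the labeled peptide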
PME-1 inh: PME-1 (human) inhibition; inhibition, % at 5.9 µM; 320,000 tested, 0.53% active; recombinant PME-1, FP-Rh probe fluorescence polarization; AID 2130; Q9Y570;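 active = inhibition above the campaign mean of all compounds plus 3 SD, cut at about 26% in these data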;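 also: competitive labeling of PME-1 active site by serine hydrolase directed probe; 0% = PME-1 with DMSO and 100% = wells lacking PME-1 enzyme; inhibitors block probe labeling so polarization falls and inhibition rises; many of its hits are not listed in these tables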
Fam108B counter: blocks mouse Fam108B hydrolase in RBBP9 counter-screen | recombinant Fam108B, FP-Rh probe fluorescence polarization | inhibition, % at 9.51 µM | 300,000 tested, 0.33% active;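 active = inhibition above the screen mean inhibition plus 3 SD, computed separately per campaign, cut at about 18% in these data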;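 also: inhibitors lower polarization as less probe binds the enzyme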
TPT1 inh: inhibitors of Candida albicans tRNA 2'-phosphotransferase TPT1; 300,000 tested, 0.81% active; recombinant caTPT1, FP RNA substrate dephosphorylation; inhibition, % at 5 µM;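 active = inhibition above the mean of all tested compounds plus 3 SD, set per screening campaign, cut at about 24% in these data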;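 also: plate controls were DMSO alone for no effect and ferristatin control at 100 nM for full effect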
PAD4 FP inh: inhibitors of human PAD4 | Q9UM07 | recombinant PAD4, RCA probe fluorescence polarization | inhibition, % at 6.36 µM | 330,000 tested, 0.41% active | AID 485272;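 active = percent inhibition above a cutoff equal to the mean of all tested compounds plus 3 SD, cut at about 15% in these data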;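 also: 0% = PAD4 with RCA probe and DMSO and 100% = probe without PAD4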
GLD-1 TGE inh: GLD-1-TGE RNA interaction inhibition (C. elegans) | Q17339 | purified GLD-1 + fluorescein TGE RNA, fluorescence polarization | 320,000 tested, 0.44% active | inhibition, % at 5.96 µM;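 active = percent inhibition above a per-plate cutoff, the plate mean of test compounds plus 3 SD, cut at about 30% in these data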;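 also: 0% = DMSO wells with GLD-1 and probe and 100% = wells lacking GLD-1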
Target sequence (Q17339 whole entry, looked up): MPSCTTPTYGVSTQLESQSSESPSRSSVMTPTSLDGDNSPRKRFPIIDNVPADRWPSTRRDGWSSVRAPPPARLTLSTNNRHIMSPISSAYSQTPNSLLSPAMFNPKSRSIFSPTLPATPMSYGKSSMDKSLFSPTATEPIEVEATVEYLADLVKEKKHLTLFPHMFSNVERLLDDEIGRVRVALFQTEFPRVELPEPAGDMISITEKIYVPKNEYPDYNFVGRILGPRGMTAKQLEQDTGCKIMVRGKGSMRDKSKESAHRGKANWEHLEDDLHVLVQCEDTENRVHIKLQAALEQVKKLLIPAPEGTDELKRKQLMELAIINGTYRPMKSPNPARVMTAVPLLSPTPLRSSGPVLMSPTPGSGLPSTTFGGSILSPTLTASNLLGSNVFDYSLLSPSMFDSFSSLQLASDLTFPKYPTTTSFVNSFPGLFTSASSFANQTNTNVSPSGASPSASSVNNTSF
GSTO1 counter: GSTO1 inhibition, counter-screen for RBBP9 inhibitors. P78417. recombinant GSTO1, activity-based probe fluorescence polarization. inhibition, % at 5.96 µM. 300,000 tested, 1.1% active. AID 1974;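 active = inhibition above the campaign mean inhibition plus 3 SD, cut at about 35% in these data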;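 also: 0% = GSTO1-1 with DMSO and 100% = wells lacking GSTO1-1 enzyme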
Target sequence (P78417 whole entry, looked up): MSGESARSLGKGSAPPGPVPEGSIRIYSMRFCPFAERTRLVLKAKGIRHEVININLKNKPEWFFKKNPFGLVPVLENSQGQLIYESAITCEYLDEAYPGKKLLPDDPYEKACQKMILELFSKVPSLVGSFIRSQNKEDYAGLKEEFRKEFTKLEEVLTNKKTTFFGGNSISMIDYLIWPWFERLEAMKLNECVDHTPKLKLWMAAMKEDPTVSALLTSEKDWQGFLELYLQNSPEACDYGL
* marks the source's active call; other numbers are inactive results; / = not tested or not shown; & = joins results of further samples.

SMILES	MCL1-BIM inh	MEX-5 binding	Bcl-xL primary	PME-1 inh	Fam108B counter	TPT1 inh	PAD4 FP inh	GLD-1 TGE inh	GSTO1 counter
NC1=NC(=Nc2ccccc2)c2ccccc21	-6	0.4	1	2	0	0	0	8	0
Cc1cc(C)nc(SC/C=C/c2ccccc2)n1	-3	-0.1	-3	-2	-3	2	-5	-3	-7
Cc1cc(N2C(=O)C3C4C=CC(C4)C3C2=O)ccc1NC(=O)c1cccs1 (stereo not drawn)	14	0.0	6	7	5	-6	-4	2	3
O=C(NCCOc1ccccc1)C1CCC(=O)N(C2CCCCCC2)C1 (stereo not drawn)	3	3.9	2	4	5	-6	2	2	12
S=C(Nc1ccc2nsnc2c1)N1CCCCCC1	30	-4.6	32*	11	16	-38	50*	18	77*
CC(CN1CCCCC1)C(=O)NNC(=O)C12CC3CC(CC(C3)C1)C2 (stereo not drawn)	1	1.0	7	-4	-3	-4	-5	-4	12
Fc1ccc(Cn2nnnc2C(c2cccs2)N2CCCCCC2)cc1 (stereo not drawn)	1	4.0	8	2	2	-3	0	-7	12
Cc1ccc(CNC(=O)COC(=O)c2nc(-c3ccccc3)oc2C)cc1	-3	/	-3	1	/	/	1	4	/
COc1cc(C(=O)Nc2cccc(C)c2C)ccc1OCC(=O)N1CCOCC1	-4	/	0	-6	/	/	-2	6	/
CC(C)(C)OC(=O)N1CCCN(C(=O)Nc2ccccc2)CC1	5	0.8	-2	1	-1	4	-1	-1	6

Compounds listed so far that have four or more nitrogen atoms (two):
SMILES	MCL1-BIM inh	MEX-5 binding	Bcl-xL primary	PME-1 inh	Fam108B counter	TPT1 inh	PAD4 FP inh	GLD-1 TGE inh	GSTO1 counter
S=C(Nc1ccc2nsnc2c1)N1CCCCCC1	30	-4.6	32*	11	16	-38	50*	18	77*
Fc1ccc(Cn2nnnc2C(c2cccs2)N2CCCCCC2)cc1 (stereo not drawn)	1	4.0	8	2	2	-3	0	-7	12

6 compounds drawn at random from the list so far:
SMILES	MCL1-BIM inh	MEX-5 binding	Bcl-xL primary	PME-1 inh	Fam108B counter	TPT1 inh	PAD4 FP inh	GLD-1 TGE inh	GSTO1 counter
CC(C)(C)OC(=O)N1CCCN(C(=O)Nc2ccccc2)CC1	5	0.8	-2	1	-1	4	-1	-1	6
O=C(NCCOc1ccccc1)C1CCC(=O)N(C2CCCCCC2)C1 (stereo not drawn)	3	3.9	2	4	5	-6	2	2	12
Cc1ccc(CNC(=O)COC(=O)c2nc(-c3ccccc3)oc2C)cc1	-3	/	-3	1	/	/	1	4	/
CC(CN1CCCCC1)C(=O)NNC(=O)C12CC3CC(CC(C3)C1)C2 (stereo not drawn)	1	1.0	7	-4	-3	-4	-5	-4	12
COc1cc(C(=O)Nc2cccc(C)c2C)ccc1OCC(=O)N1CCOCC1	-4	/	0	-6	/	/	-2	6	/
Fc1ccc(Cn2nnnc2C(c2cccs2)N2CCCCCC2)cc1 (stereo not drawn)	1	4.0	8	2	2	-3	0	-7	12

Continuation.
SMILES	MCL1-BIM inh	MEX-5 binding	Bcl-xL primary	PME-1 inh	Fam108B counter	TPT1 inh	PAD4 FP inh	GLD-1 TGE inh	GSTO1 counter
CCOc1ccccc1C(=O)Nc1ccc(S(=O)(=O)Nc2cc(OC)nc(OC)n2)cc1	2	2.9	1	-1	-2	4	-3	-7	0
COCC(=O)Nc1ccc(N2CCN(c3ccccc3)CC2)c(F)c1	-3	1.1	3	-1	0	-5	1	-7	20
CC(=O)N1c2ccc(S(=O)(=O)NCCC(=O)Nc3ccc(C)cn3)cc2CC1C (stereo not drawn)	1	2.3	0	-1	3	-2	-1	0	4
CC(NC(=O)Cn1c(=O)oc2cc(S(=O)(=O)N3CCCC3)ccc21)c1ccccc1 (stereo not drawn)	-1	-1.6	9	-1	-1	1	3	3	5
Cc1cc(C(F)(F)F)nn1CC(=O)Nc1ccc2c(c1)OCO2	-2	0.0	-2	2	2	3	1	-2	6
O=C(Nc1ccc(Cl)cc1)OCc1ccccn1	5	1.2	-1	-8	4	1	-1	-3	3
COc1ccc(C(=O)Nc2cnc3sc(C)nn3c2=O)cc1	-8	-0.8	2	2	3	2	-7	-6	3
O=[N+]([O-])c1ccc(Cl)c(S(=O)(=O)NCC2CCCO2)c1 (stereo not drawn)	4	-3.7	6	6	-4	2	-4	1	7
Cc1ccccc1Cn1c(C)cc(C)c(C#N)c1=O	2	-2.7	7	1	-1	1	1	5	-8
CCCCOc1ccccc1C(=O)NCCCCCC(=O)O	-9	2.4	4	-8	-1	1	4	-5	-3
COc1ccc(C2NC(=O)N(C)C(C)=C2[N+](=O)[O-])cc1 (stereo not drawn)	3	0.9	5	-6	-2	-4	2	3	-1
CN(Cc1ccccc1)C1CC(=O)N(c2ccc(C(=O)O)cc2)C1=O (stereo not drawn)	9	-1.7	6	-8	2	0	4	-4	-4
Cc1ccccc1S(=O)(=O)Cc1ccc(C(=O)NCCCN2CCCC(C)C2)o1 (stereo not drawn)	12	1.6	5	-1	2	-1	-2	-3	4
COc1ccc(C2C(C(=O)C(C)(C)C)=C(O)C(=O)N2Cc2ccccc2)cc1 (stereo not drawn)	1	-0.7	4	1	9	1	-7	1	0
O=C(CN(C(=O)CCC(=O)Nc1nccs1)c1cccc(F)c1)NCC1CCCO1 (stereo not drawn)	4	-1.6	6	-2	0	1	3	4	1
Cc1ccc(CNS(=O)(=O)NCc2ccccc2F)cc1	7	-0.3	1	16	4	1	2	3	5
O=C(OCC(=O)N1CCCC1=O)C1CCN(S(=O)(=O)c2c(Cl)cccc2Cl)CC1	-9	-0.8	-2	10	0	-1	0	2	9
Nc1sc2c([n+]1CCCS(=O)(=O)[O-])CCCC2	-8	-1.2	-3	-9	-2	-2	0	10	1
C#CCOCCOCCOCCNc1nc(N2CCN(C(=O)[C@H]([C@@H](C)O)n3cc(CCCCN)nn3)CC2)nc(N2CCN(C(=O)[C@H](CCCCN)n3cc(CCC(=O)O)nn3)CC2)n1	-4	/	4	7	1	1	-5	-2	8
Cc1cc(NC(=O)CN2CCCCCCC2)no1	-8	0.3	0	-1	3	1	-4	6	-4

Taken from above for reference:
SMILES	MCL1-BIM inh	MEX-5 binding	Bcl-xL primary	PME-1 inh	Fam108B counter	TPT1 inh	PAD4 FP inh	GLD-1 TGE inh	GSTO1 counter
COc1ccc(C2NC(=O)N(C)C(C)=C2[N+](=O)[O-])cc1 (stereo not drawn)	3	0.9	5	-6	-2	-4	2	3	-1
CN(Cc1ccccc1)C1CC(=O)N(c2ccc(C(=O)O)cc2)C1=O (stereo not drawn)	9	-1.7	6	-8	2	0	4	-4	-4
Cc1ccccc1S(=O)(=O)Cc1ccc(C(=O)NCCCN2CCCC(C)C2)o1 (stereo not drawn)	12	1.6	5	-1	2	-1	-2	-3	4

Other results:
SMILES	MCL1-BIM inh	MEX-5 binding	Bcl-xL primary	PME-1 inh	Fam108B counter	TPT1 inh	PAD4 FP inh	GLD-1 TGE inh	GSTO1 counter
CC1(c2nnc(Cc3ccccc3)o2)CC(c2cccc([N+](=O)[O-])c2)=NO1 (stereo not drawn)	4	1.9	4	5	0	-1	-1	4	6
Clc1ccc2nc(CN3CCCCC3)cn2c1	10	-0.3	13	2	1	-3	5	6	-3
O=C(CCCN1CCc2[nH]c3ccc(F)cc3c2C1)c1ccc(F)cc1	-3	-2.4	0	-1	2	1	-6	0	-5
C=CCn1c(Cc2ccccc2)nc2c(cnn2-c2ccccc2)c1=O	0	-2.3	-3	6	-1	-1	-1	4	0
CN(Cc1nc(-c2cccnc2)no1)S(=O)(=O)c1ccc(Br)cc1	3	0.6	1	7	5	-5	-4	3	0
COc1ccc(CCNC(=O)CN(C)S(=O)(=O)c2ccc3c(c2)CCC(=O)N3)cc1OC	4	-1.1	0	-4	-2	1	-1	-9	-6
CCC(=O)Nc1sc2c(c1C(N)=O)CCN(Cc1ccccc1)C2	11	-7.6	14	-3	0	-1	-2	18	8
O=C(O)C(Cc1c[nH]c2ccccc12)N1Cc2ccccc2C1=O (stereo not drawn)	-3	2.1	3	-3	1	3	-7	1	-2
Cc1ccc(NC(=O)Nc2c(C)n(C)n(-c3ccccc3)c2=O)cc1C	-4	0.8	2	-2	-8	-4	-5	5	3
Cc1nn(Cc2ccc(C(=O)N3N=C(C(F)F)CC3(O)C(F)F)o2)c(C)c1[N+](=O)[O-] (stereo not drawn)	4	/	4	-2	2	-1	1	7	3
COc1ccc(CNC(=O)c2c(O)c3ccccc3n(C)c2=O)cc1OC	-3	-2.1	0	9	3	-1	5	-6	5
CCOc1ccc2cc(S(=O)(=O)N3CCN(C)CC3)ccc2c1	9	-2.8	5	-7	3	1	-1	-1	-8
O=C(Nn1cnnc1)c1cc(Cl)ccc1Cl	8	-0.9	4	-4	0	-2	1	-6	2
CCc1ccccc1Nc1nc(N)nc(COC(=O)c2c(C)noc2C)n1	-3	/	2	2	/	/	2	6	/
COc1ccc(-c2nc3c(Br)c(N)c(Br)cc3o2)cc1	0	/	-1	-1	-9	0	-4	11	-3
CCC1CCCCN1S(=O)(=O)c1ccc(S(=O)(=O)N(Cc2cccs2)C2CC2)cc1 (stereo not drawn)	2	2.8	4	13	6	-2	4	3	-1
Cc1cc(=O)n2c3c(sc2n1)C(=O)N(Cc1ccccc1)C3=O	5	-1.1	6	0	-4	-1	0	-5	2
Cc1ccccc1OCc1n(CC(=O)OC2CC(C)CCC2C(C)C)c2ccccc2[n+]1C (stereo not drawn)	1	0.2&0.1	0	-4	3	-6	4	-10	-6
COc1ccc(C2CC(c3cccs3)=NN2C(=O)CSc2nc3ccccc3o2)cc1 (stereo not drawn)	8	0.3	0	-1	-5	5	7	-2	-2
COc1ccccc1OCCNC(=O)c1ccc(S(=O)(=O)N(C)C)cc1	4	-1.4	3	-2	-1	-1	-3	3	1
COc1ccccc1CC(=O)NCc1ccc2c(c1)OCO2	-2	1.5	-3	-6	0	5	-2	0	8
COc1cc(/C=C2\SC(=S)N(CC(=O)O)C2=O)ccc1OS(=O)(=O)c1ccc(C)cc1	11	-4.1	6	5	3	3	-4	-3	-48
C=CCSc1nnc(NC(=O)C2CC(=O)N(Cc3ccc(C)cc3)C2)s1 (stereo not drawn)	1	/	1	4	/	/	1	3	/
Cc1[nH]c(=S)c(C#N)c(-c2ccccc2)c1C(=O)Nc1ccccc1	-11	1.6	-3	-7	0	2	-14	-11	11
CCOC(=O)N1CCN(C(=O)c2cc(COc3ccc4ncccc4c3)on2)CC1	8	1.5	6	4	0	-4	-1	1	6
O=[N+]([O-])c1ccc(Sc2cccc3cccnc23)c2cccnc12	0	-14	2	1	3	-3	-8	1	30
COC(C)(C)c1cc(C(C)(C)C)nc(N)n1	3	1.4	-2	0	0	-1	-2	0	4
O=C(COC(=O)Cc1ccsc1)NCc1ccc(Cl)cc1	-5	-0.2	0	-2	10	-1	4	-11	1
Cc1nn(-c2ccccc2)c(C)c1NC(=O)COC(=O)C1CC(=O)N(CCc2ccccc2)C1 (stereo not drawn)	4	0.2	8	4	1	0	5	6	12
COc1ccc(N2CCN(C(=O)CCCOc3cc(=O)n(C)c4ccccc34)CC2)cc1	3	1.3	4	-3	0	-2	-5	-9	1
CCNC(=S)N/N=C/c1cn(Cc2ccc(F)cc2)c2ccccc12	12	1.8	2	16	8	-1	0	9	1
O=C(CCCCCn1c(=S)[nH]c2ccccc2c1=O)NCc1ccc2c(c1)OCO2	1	-2.1	-2	-9	-4	1	-3	5	7
Cc1ccc(CN2CCN(c3ccccn3)CC2)s1	1	-0.8	1	-2	0	-1	-6	2	-4

Screens: PubChem, several laboratories

Only part of the results is shown; count on the stated rates, not on these rows.
